Pin1 inh: human Pin1 inhibition. Pin1 FP peptide displacement, HiFluor488, 10 min. actives 0.009% (n = 390,000). Q13526. Potency, µM (top dose mostly 115 µM), without a hit: top-dose activity, negative = inhibition, actives largely listed as inhibitors; active means well fitted inhibition curve with a large enough effect in the polarisation, with a control signal flat, not every such curve was filed as active; inconclusive means small, poorly fitted or top-dose-only effect, or effect the other way, or a change in a side signal; inactive means no such curve, though single readings can be large or run the other way; the % refers to the polarisation; further: potency means the concentration at half of the fitted maximal effect; on the % scale 0 is the no-effect control and ±100 the full control effect
Target sequence (Q13526 whole entry, looked up): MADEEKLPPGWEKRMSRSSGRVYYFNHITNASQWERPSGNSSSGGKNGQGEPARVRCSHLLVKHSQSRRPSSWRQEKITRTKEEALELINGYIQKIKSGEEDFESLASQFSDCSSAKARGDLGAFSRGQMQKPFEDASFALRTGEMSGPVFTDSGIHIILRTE
TRHR PAM: allosteric enhancers of human TRH receptor; actives 0.66% (n = 360,000); P34981; enhancement, % at 2 µM; AID 493056; TRHR cells, fluo-8 calcium fluorescence, EC20 TRH enhancement; in the data active means enhancement above about 30%; further: 0% is about no effect
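Enhancer read-out: after compound pinning and an initial kinetic agonist-mode read, an EC20 of TRH (10 nM final) was injected and fluo-8 calcium signal (Ex 480/Em 530) followed at 1 s/cycle for 100 cycles in TRHR-expressing cells.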
TRHR ag: TRH receptor (human) agonism; P34981; TRHR cells, calcium flux fluo-8, FDSS agonist mode; activation, % at 2 µM; actives 0.18% (n = 360,000); AID 493084; in the data active means activation above about 30%; further: 0% is about no effect
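Fluo-8-loaded TRHR cells; 10 s baseline, compound added, kinetic Ca2+ fluorescence read 1/s, agonist mode.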
TrxR1 substrate: rat thioredoxin reductase 1 substrate activity. O89049. purified TrxR1 substrate turnover, NADPH consumption readout. Potency, µM (titrated, usually from 114 µM), for the others: at the top dose activity change, negative = substrate turnover. actives 0.01% (n = 390,000); further: potency means the concentration at half of the fitted maximal effect; on the % scale 0 is the no-effect control and ±100 the full control effect; nearly all actives have a fitted effect of over 50% in size
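Rat TrxR1, dispensed at 90 nM, was prereduced with 400 uM NADPH (final) for 5 min at ~22 deg C, then incubated with compound 15 min before 400 uM selenite. A first-read NADPH fluorescence drop versus no-compound background flagged substrates.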
mIDH1 inhibitor: human IDH1 R132H inhibition. Potency, µM (series often up to 76.6 µM), for the others: at the top dose activity change, negative = inhibition, most hits filed as inhibitors. IDH1-R132H enzyme, NADPH consumption, diaphorase/resazurin fluorescence. O75874. actives 0.093% (n = 390,000); further: potency means the concentration at half of the fitted maximal effect; on the % scale 0 is the no-effect control and ±100 the full control effect; nearly all actives have a fitted effect of over 65% in size
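IDH1-R132H (0.5 ug/mL) preincubated 30 min with compound, then NADPH (0.016 mM) and alpha-KG (2 mM) added; 80 min at RT, pH 7.5. Remaining NADPH coupled via diaphorase/resazurin to fluorescence (540/590 nm); concentration-response curves normalized to no-enzyme control.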
TrxR1 inh: inhibitors of rat thioredoxin reductase 1; Potency, µM (top dose mostly 114 µM), without a hit: at the top dose activity change, negative = inhibition, most hits filed as inhibitors; actives 1% (n = 390,000); O89049; recombinant rTrxR1, NADPH fluorescence consumption, selenite substrate; AID 588453; further: potency means the concentration at half of the fitted maximal effect; on the % scale 0 is the no-effect control and ±100 the full control effect; nearly all actives have a fitted effect of over 65% in size
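Rat TrxR1 (90 nM in the dispensed reagent) was pre-reduced with 400 uM NADPH for 5 min at room temperature, then incubated with compound for 15 min. After 400 uM selenite was added, NADPH fluorescence (Ex 340/Em 450 nm) was followed for 8 min.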
D2 agonist: D2 dopamine receptor (human) agonism | HEK293 T-REx D2 cells, calcium flux agonist mode | AID 485358 | P14416 | actives 0.53% (n = 340,000) | activation, % at 2 µM;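 active means activation over 3 SD above normal in the single-dose calcium agonist read, cut at about 30% in these data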; further: 0% is about no effect
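HEK293 Trex D2 cells, tetracycline-induced, o/n 30 C 5% CO2; no-wash Ca dye, RT 30–90 min; 10-cycle baseline, 23 nl cpd added, kinetic Ca read 180 s; agonist hits = positive Ca response.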
USP1-UAF1 inh: inhibitors of human USP1/UAF1 deubiquitinase. O94782. recombinant USP1/UAF1, Ub-Rhodamine cleavage fluorescence. Potency, µM (highest dose often 57.1 µM), for inactives: at the highest dose activity change, negative = inhibition, usual class: inhibitors. actives 0.23% (n = 390,000). AID 743255; further: potency means the concentration at half of the fitted maximal effect; on the % scale 0 is the no-effect control and ±100 the full control effect; nearly all actives have a fitted effect of over 60% in size; inactives centre near -12
Target sequence (O94782 whole entry, looked up): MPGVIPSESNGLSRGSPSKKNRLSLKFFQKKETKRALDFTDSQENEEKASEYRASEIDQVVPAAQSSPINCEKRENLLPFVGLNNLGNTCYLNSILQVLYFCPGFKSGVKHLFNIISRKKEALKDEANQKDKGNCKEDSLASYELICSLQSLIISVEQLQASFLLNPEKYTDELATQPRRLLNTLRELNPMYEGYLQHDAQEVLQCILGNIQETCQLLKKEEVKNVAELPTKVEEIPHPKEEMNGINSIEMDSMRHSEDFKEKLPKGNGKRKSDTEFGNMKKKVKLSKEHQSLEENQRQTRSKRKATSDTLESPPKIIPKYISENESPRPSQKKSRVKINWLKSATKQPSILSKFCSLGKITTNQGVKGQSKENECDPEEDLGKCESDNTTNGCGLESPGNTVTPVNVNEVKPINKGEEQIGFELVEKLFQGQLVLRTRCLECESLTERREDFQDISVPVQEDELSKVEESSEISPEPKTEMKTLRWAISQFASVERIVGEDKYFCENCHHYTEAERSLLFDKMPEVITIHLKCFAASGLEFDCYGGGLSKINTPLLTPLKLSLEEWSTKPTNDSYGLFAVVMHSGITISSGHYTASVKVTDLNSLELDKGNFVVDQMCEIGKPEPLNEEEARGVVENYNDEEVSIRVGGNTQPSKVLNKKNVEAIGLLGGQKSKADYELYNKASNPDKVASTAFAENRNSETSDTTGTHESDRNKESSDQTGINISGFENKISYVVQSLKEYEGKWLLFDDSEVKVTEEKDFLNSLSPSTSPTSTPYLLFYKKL
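USP1/UAF1 complex (1 nM) preincubated 15 min at room temperature with compound, then Ub-Rho substrate (150 nM final) added. Kinetic fluorescence at 480/540 nm over 6 reads at 60 s intervals; 50 mM HEPES pH 7.8, 0.5 mM EDTA, 0.1 mg/ml BSA, 1 mM TCEP, 0.01% Tween-20.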
D2 antagonist: antagonists of human D2 dopamine receptor; actives 2% (n = 340,000); AID 485344; P14416; inhibition, % at 10 µM; HEK293 TREx D2 cells, calcium flux, dopamine EC80; in the data active means inhibition above about 30%; further: 0% is about no effect
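Tetracycline-induced HEK293 T-REx cells expressing D2 force-coupled to calcium signalling were dye-loaded, exposed to compound for 180 s, then challenged with an EC80 of dopamine; calcium flux was followed kinetically for a further 180 s.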
* hit, by the source's call; ? = inconclusive; . = no result given; & = joins results of further samples; [ ] = another dose, or the depositor's remark. Unless noted, the call rests on the fitted dose curve; in most records, active means well fitted inhibition curve with a large enough effect; inconclusive means small, poorly fitted or top-dose-only effect; inactive means no such curve, though single readings can be large or run the other way. Not all compounds are listed; count on the stated rates, not on these rows.

Results follow in this order: Pin1 inh	TRHR PAM	TRHR ag	TrxR1 substrate	mIDH1 inhibitor	TrxR1 inh	D2 agonist	USP1-UAF1 inh	D2 antagonist
Cc1ccc(NC(=S)N(CCN(C)C)C(C)c2ccco2)cc1Cl (centres undefined)
→ 3%	-7	0.3	-10%	-6%	7%	0.2	-18%	1
COC(=O)c1cc(S(=O)(=O)Nc2ccc(C)c(F)c2)c[nH]1
→ 1%	-1	-0.4	-9%	7%	0%	-1.0	-24%	-23
Cc1c(OC(C(=O)O)c2ccccc2)ccc2c(-c3ccccc3)cc(=O)oc12 (centres undefined)
→ 13%	-6	0.0	4%	?	4%	0.1	-22%	-3
O=C(NCCCn1ccnc1)c1cc(Cl)cc(Cl)c1
→ -2%	12	-0.2	5%	3%	24%	0.7	-22%	-13
CCc1cc2cc(OC)ccc2nc1SCC(=O)Nc1cc(OC)c(OC)cc1C(=O)O
→ 2%	-1	-0.7	2%	-3%	6%	-0.1	-24%	-7
COc1cc(N=Nc2ccccc2C(=O)O)ccc1O
→ 44%[activator]	4	0.7	-7%	5%	-14%[57.1 µM]	0.8	-17%	-28
COc1ccc(-c2nc3c([nH]2)c(=O)n(C)c(=O)n3C)c(OC)c1
→ -3%	-5	0.1	11%	-2%	-12%	-0.5	-12%	-6
CCc1ccc(N(C(=O)c2csnn2)C(C(=O)NCc2ccccc2)c2ccco2)cc1 (centres undefined)
→ 0%	4	-0.2	-4%[57.1 µM]	-3%	7%[57.1 µM]	0.2	-6%	-16
Cc1nc2ccccc2c2c1CC(C)S2 (centres undefined)
→ 4%	-8	-0.8	13%	3%	9%	-1.3	-13%	-8
CSc1ccc(S(=O)(=O)NCC(=O)OCC(=O)NCc2cccs2)cc1[N+](=O)[O-]
→ 4%	1	0.2	5%	-1%	9%	0.2	-19%	25
Cn1nccc1C(=O)NC(=S)Nc1cc(Cl)cc(Cl)c1
→ -7%	-3	0.2	10%[0.0914 µM]	5%	11%[57.1 µM]	0.0	1%	-2
CCCCSc1nc(C(=O)O)cc(=O)[nH]1
→ 1%	-4	0.0	-2%	4%	-3%	0.3	-3%	8
Cc1ccc(CNC(=O)c2ccccc2NC(=O)CN2CC(C)OC(C)C2)cc1 (centres undefined)
→ -1%	-2	0.5	-1%	-3%	5%[0.457 µM]	1.5	-21%	-1
O=C(c1cc(F)c(F)cc1Cl)N1CCN(c2ncccn2)CC1
→ -8%	0	-0.4	8%[11.4 µM]	-1%	7%	0.6	-3%	-8
COc1ccc(CNC(=O)CN2CCSc3ccccc32)c(OC)c1
→ -4%	2	-0.6	-4%[57.1 µM]	2%	10%[57.1 µM]	.	-25%	.
Cc1nn(-c2ccccc2)c2sc(C(=O)NNC(=O)COc3cccc4ccccc34)cc12
→ 25%	3	0.3	2%	5%	20%	-0.4	-12%	-9
COc1ccc(CC(=O)N2CCOCC2)cc1
→ -11%	6	-0.6	-9%	-4%	19%	0.8	7%	4
Cc1cc(OCC(=O)Nc2ccc(S(=O)(=O)N3CCN(C)CC3)cc2)cc(C)c1Cl
→ 45%[activator]	-11	0.6	-6%	-2%	16%	-0.2	-7%	6
O=C(/C=C/c1ccco1)Nc1ccccc1N1CCCC1
→ 0%	0	-3.9	-17%	-1%	?	-0.5	-15%	-14
CC(c1ccccc1)N1C(=O)c2ccc(C(=O)Nc3ccc(Br)cc3C(=O)O)cc2C1=O (centres undefined)
→ -6%	4	0.4	-5%	-11%	10%	0.6	?	4
FC(F)(F)c1cccc(OCCOCCn2cncn2)c1
→ -12%	-1	0.6	2%	2%	8%	0.9	1%	4
O=C(COc1ccc(Br)cc1Br)NC(=O)NC1CCCC1
→ -2%	-6	0.1	1%[57.1 µM]	0%	16%[57.1 µM]	0.2	-26%	11
CCn1c(SCc2c(Cl)cccc2Cl)nnc1-c1nn(-c2ccccc2)ccc1=O
→ 0%	.	.	-8%[57.1 µM]	5%	6%[57.1 µM]	.	-24%	.
N#Cc1ccc(-c2cn(-c3ccccc3)c3[n+]2CCCS3)cc1
→ 3%	-2	0.1	51%	12%	31%[11.4 µM]	0.5	-9%	-10
O=C(c1ccc([N+](=O)[O-])cc1)N(Cc1ccc(Cl)cc1)N1C(=O)CCCC1=O
→ -3%	-19	36*	-10%	5%	-8%	28	7%	-5
Cc1ccc(S(=O)(=O)c2c(C)nn(-c3ccccc3)c2OC(=O)c2ccco2)cc1
→ -6%	-8	0.2	-6%	1%	?	-1.2	-18%	-8
CCOc1ccc(C(=O)NC(=S)Nc2ccc(NC(=O)c3ccco3)c(C)c2)cc1[N+](=O)[O-]
→ -3%	-2	0.2	-3%	-6%	7%	0.2	-7%	-10
O=C(c1c(F)c(F)c(F)c(F)c1F)N1CCN(Cc2ccc3c(c2)OCO3)CC1
→ -2%	.	.	4%	6%	10%	.	-20%	.
CCOC(=O)c1cc(C)n(CC2CCC(C(=O)Nc3ccc(C)c(F)c3)CC2)c1C (centres undefined)
→ -1%	-1	1.1	-4%	-3%	30%	.	-12%	.
CC(C)CNS(=O)(=O)c1ccc(CCC(=O)N2CCC(C(N)=O)CC2)cc1
→ 2%	18	0.1	10%[57.1 µM]	0%	13%	-0.1	4%	-26

Three structures already listed, arranged by length of the SMILES, highest first:
Results follow in this order: Pin1 inh	TRHR PAM	TRHR ag	TrxR1 substrate	mIDH1 inhibitor	TrxR1 inh	D2 agonist	USP1-UAF1 inh	D2 antagonist
COc1ccc(CNC(=O)CN2CCSc3ccccc32)c(OC)c1
→ -4%	2	-0.6	-4%[57.1 µM]	2%	10%[57.1 µM]	.	-25%	.
O=C(COc1ccc(Br)cc1Br)NC(=O)NC1CCCC1
→ -2%	-6	0.1	1%[57.1 µM]	0%	16%[57.1 µM]	0.2	-26%	11
CCCCSc1nc(C(=O)O)cc(=O)[nH]1
→ 1%	-4	0.0	-2%	4%	-3%	0.3	-3%	8

Continued:
Results follow in this order: Pin1 inh	TRHR PAM	TRHR ag	TrxR1 substrate	mIDH1 inhibitor	TrxR1 inh	D2 agonist	USP1-UAF1 inh	D2 antagonist
C=CCNC(=O)c1ccncc1
→ 3%	0	0.8	5%	11%	5%	-0.2	-13%	-2
CCCCN(C)C(=O)C1CCCN(S(=O)(=O)c2ccc3c(c2)oc(=O)n3C)C1 (centres undefined)
→ -2%	1	0.5	7%[57.1 µM]	-2%	20%[57.1 µM]	-0.7	-10%	-2
COc1ccc(OC)c(NC(=O)[C@H](Cc2ccccc2)N2Cc3ccccc3C2=O)c1
→ -10%	-2	0.5	-5%	13%	13%	-1.4	-32%	.
CC1CC(C)(C)NC(=S)O1 (centres undefined)
→ -10%&-1%	4&-5	0.9&0.3	2%&3%[57.1 µM]	6%&5%	-2%&12%[57.1 µM]	1.2&0.2	-1%&0%	2&-7
CCOC(=O)c1ccc(NC(=O)c2cc(OC)c(OC)c(OC)c2Br)cc1
→ 1%	4	-0.4	1%	2%	31%	-1.0	-14%	0
CC(C)(C)OC(=O)C[C@H]1C/C=C\C[C@H](CC(=O)N[C@@H](CO)Cc2ccccc2)C(=O)N[C@H](C(C)(C)C)COC1=O
→ -1%	.	.	1%	-5%	13%	.	-23%	.
COc1cc(OC)cc(C(=O)OCC(=O)N2CCCC2)c1
→ -3%	-4	0.0	11%	4%	21%	-5.0	-14%	12
O=C(O)c1ccc(Cl)cc1Nc1nc2cc(Cl)ccc2o1
→ ?	7	-1.2	5%	15%	22%	-0.7	?	-4
CCOc1ccc(NC(=O)CN(C)C(=O)c2cc3c(s2)CCCCC3)cc1OCC
→ 0%	8	-0.8	-13%	0%	-10%	-1.6	-10%	-14
COc1ccccc1CC(=O)NC1CC1
→ 3%	11	0.2	-15%	8%	2%[57.1 µM]	0.4	-5%	9
O=C(CN1C(=O)NC2(CCc3ccccc32)C1=O)c1ccc(Br)cc1 (centres undefined)
→ 28%	8	0.4	-4%	0%	12%	-0.2	-2%	2
COc1cccc(NC(=O)CN(C)C(=O)CNC(=O)c2sc3ccccc3c2Cl)c1
→ 13%	2	-0.6	-2%	-9%	12%	-0.1	-10%	-15
CCn1cnc2c1c(=O)n(CC(=O)Nc1cc(C)on1)c(=O)n2Cc1ccccc1
→ 0%	1	0.6	-2%	1%	14%	0.3	?	0
Cc1ccc(NC(=O)/C(=C\c2cccc(Br)c2)NC(=O)c2ccco2)cc1
→ -1%	5	-0.1	9%	3%	13%	-0.6	0%	-4
Cc1cccnc1NC(=S)NC(=O)/C=C/c1ccco1
→ -1%	1	-0.9	-5%[57.1 µM]	7%	-65%	-0.2	-21%	3
COc1ccccc1CCN=C(N)NS(=O)(=O)c1ccccc1
→ -4%	2	-0.8	-2%	-10%	8%	-0.7	-2%	-1
CC(C)n1nnnc1SCC(=O)Nc1cccc(F)c1
→ -10%	-1	0.1	-4%	11%	-5%	0.8	-15%	-6
CCOC(=O)C1CCCN(c2c(Nc3cc(C)cc(C)c3)c(=O)c2=O)C1 (centres undefined)
→ -1%	-3	-0.3	-6%	4%	8%	1.0	-25%	-29
CCOc1cccc(C(=O)NCc2ccccc2)c1
→ 5%	-10	-1.1	-21%[57.1 µM]	3%	14%[57.1 µM]	-2.3	?	-4
CC(=O)Nc1ccc(/C=N/NC(=O)c2cc(-c3ccco3)nc3ccccc23)cc1
→ 34%[activator]	7	-0.9	13%	1%	-12%	-0.6	-1%	9
CCC(=O)c1cc(Br)ccc1OCC(=O)N1CCN(S(=O)(=O)c2ccccc2)CC1
→ -1%	.	.	-4%	-5%	14%	.	-5%	.
Cc1c(Cl)cccc1NC(=O)Nc1ccc(C(N)=O)cc1
→ 2%	19	0.9	6%	3%	19%[57.1 µM]	-0.1	-3%	0
Cn1ncc2c(N3CCN(c4ccc(Cl)c(Cl)c4)CC3)ncnc21
→ 12%	1	-1.9	-1%[57.1 µM]	0%	19%[57.1 µM]	0.7	-12%	3
Cc1ccc(-c2nc3c4ccccc4[nH]c(=O)n3n2)cc1
→ 1%	3	1.1	2%	-10%	9%	0.5	?	.

Bioassay records as filed in PubChem.
